GRK2 inh = human GRK2 inhibition via aptamer displacement. P25098. bead flow cytometry, FAM-aptamer displacement from GRK2. actives 0.59% (n = 330,000). inhibition of aptamer binding, % at 10 µM;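 active means inhibition of aptamer binding above 40%, roughly 3 SD of noise, on plates passing a quality check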;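 further: median bead fluorescence of bound FAM aptamer so fluorescent compounds give negative values; no value below 0 was filed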
PP5 inh = inhibitors of human protein phosphatase 5 (PP5). AID 1987. actives 0.18% (n = 320,000). P53041. inhibition, % at 6.7 µM. purified PP5c, OMFP substrate fluorescence;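 active means inhibition above the campaign's mean inhibition across all tested compounds plus 3 SD, cut at about 9.5% in these data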;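 further: 0% = DMSO only and 100% = 100 µM cantharidin control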
VLA-4 inh = inhibition in a human VLA-4 binding assay; P13612; VLA-4 expressing cells, ligand binding flow cytometry; inhibition, % (about 7 µM as worked out from the volumes in the protocol); actives 0.2% (n = 330,000); in the data active means inhibition above about 50%
core dimer inh = HCV core protein dimerization inhibition; TR-FRET GST/Flag-core106 dimerization, 1536-well; AID 1899; actives 0.33% (n = 300,000); inhibition, % at 5 µM;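 active means inhibition above the mean of all tested compounds plus 3 SD, set per screening campaign, cut at about 45% in these data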
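System: GST/Flag-tagged HCV core106 proteins. Incubation: compound-protein-antibody incubation 4 h at 22.5 °C. Technique: HTRF with 340 nm excitation, 617/671 nm emission. Medium: KF-containing HEPES buffer, pH 7.45, DTT, CHAPS, BSA. Read-out: inhibition (%) from 671 over 617 nm ratio. Also added: Eu(K)-anti-GST 90 ng/mL plus XL665-anti-Flag 1 µg/mL.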
GASC-1 inh = human JMJD2C demethylase inhibition. inhibition, % at 2.35 µM. GST-JMJD2C(1-420) H3K9me3 demethylation, DELFIA europium. AID 2099. Q9H3R0. actives 0.069% (n = 330,000);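 active means more than half of a compound's replicate wells show inhibition beyond 50%, single wells judged on their own value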;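 further: signal counts dimethyl H3K9 product captured on neutravidin plate; 0% = median of DMSO wells and 100% = 0.3 times that DMSO median; strong numbers were not always called active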
Target sequence (Q9H3R0 1-420 limits assumed): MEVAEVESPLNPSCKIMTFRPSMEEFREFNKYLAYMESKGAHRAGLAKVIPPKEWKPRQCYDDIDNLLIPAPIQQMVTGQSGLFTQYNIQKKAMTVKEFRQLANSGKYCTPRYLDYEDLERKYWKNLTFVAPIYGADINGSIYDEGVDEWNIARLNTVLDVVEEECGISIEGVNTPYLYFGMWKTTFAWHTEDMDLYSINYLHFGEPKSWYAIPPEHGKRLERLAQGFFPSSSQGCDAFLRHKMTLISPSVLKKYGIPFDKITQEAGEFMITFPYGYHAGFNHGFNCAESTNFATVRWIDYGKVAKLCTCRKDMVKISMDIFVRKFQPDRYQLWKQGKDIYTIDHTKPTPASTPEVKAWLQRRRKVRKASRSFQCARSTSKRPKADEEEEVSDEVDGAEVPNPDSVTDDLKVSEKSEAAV
CTSL1 counter = blocks F. hepatica cathepsin L1 in PFM18AAP counter-screen; recombinant F. hepatica cathepsin L1, Z-Leu-Arg-MCA fluorescence; inhibition, % at 5.96 µM; actives 0.49% (n = 300,000); AID 1906;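 active means inhibition above the mean of all tested compounds plus 3 SD, set per screening campaign, cut at about 17% in these data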;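 further: 0% = plate median of test compound wells and 100% = 1 µM Z-Phe-Ala-diazomethylketone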
PP1 inh = PP1-alpha (human) inhibition in PP5 counter-screen. purified PP1alpha, OMFP fluorescence. inhibition, % at 6.7 µM. actives 0.9% (n = 320,000);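 active means inhibition above the mean inhibition of all tested compounds plus 3 SD, computed separately for each screening campaign, cut at about 15% in these data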
procasp7 counter = counter-screen: procaspase-7 (human) activation. P55210. recombinant procaspase-7, Ac-DEVD-pNA absorbance 405 nm; D23A/D198A/D206A triple mutant, cannot self-cleave; scale: DMSO 0, 5 µM enzyme 100. activation, % at 8.5 µM. actives 0.093% (n = 330,000);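 active means percent activation above the screen-wide mean plus 3 SD, cut at about 25% in these data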
Target sequence (P55210 whole entry D23A/D198A/D206A): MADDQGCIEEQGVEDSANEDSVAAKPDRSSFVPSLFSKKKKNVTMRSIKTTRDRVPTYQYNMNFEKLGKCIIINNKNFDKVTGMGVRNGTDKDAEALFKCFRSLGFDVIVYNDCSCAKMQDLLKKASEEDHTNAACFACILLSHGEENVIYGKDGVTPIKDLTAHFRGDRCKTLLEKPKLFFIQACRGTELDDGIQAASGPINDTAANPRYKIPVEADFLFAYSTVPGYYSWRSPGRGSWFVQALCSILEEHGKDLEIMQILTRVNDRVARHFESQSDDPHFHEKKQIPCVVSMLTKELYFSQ
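signal = Epi-absorbance of released pNA at 405 nm, two timepoints | assay system = Uncleavable procaspase-7 mutant enzyme | reagent = Ac-DEVD-pNA substrate, 400 µM as added | times = 1 h enzyme–compound preincubation and 2 h substrate reaction, both 25 °C | benchmarks = low DMSO alone, high DMSO plus 5 µM PC-7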
procasp3 activ = procaspase-3 (human) activation; P42574; recombinant procaspase-3 D3A, Ac-DEVD-pNA absorbance 405 nm; actives 0.11% (n = 330,000); AID 463141; activation, % at 8.5 µM;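 active means activation above the mean of all tested compounds plus 3 SD, cut at about 21% in these data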;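 further: 0% = DMSO alone and 100% = DMSO wells spiked with extra 5 µM PC-3 D3A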
Target sequence (P42574 whole entry D9A/D28A/D175A): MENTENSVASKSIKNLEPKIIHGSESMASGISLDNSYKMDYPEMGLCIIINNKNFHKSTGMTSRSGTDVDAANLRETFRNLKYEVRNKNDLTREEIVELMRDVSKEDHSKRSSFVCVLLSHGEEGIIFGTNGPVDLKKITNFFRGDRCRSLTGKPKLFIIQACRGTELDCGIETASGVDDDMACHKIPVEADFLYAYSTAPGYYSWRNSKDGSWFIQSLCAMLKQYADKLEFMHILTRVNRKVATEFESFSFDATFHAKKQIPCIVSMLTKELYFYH
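Assay system – Procaspase-3 D3A mutant, all three cleavage aspartates alanine · Controls – DMSO-only low control, 5 µM PC-3 D3A high control · Schedule – 1 h compound preincubation, 2 h substrate hydrolysis at 25 °C · Signal – 405 nm absorbance of p-nitroaniline, reads at 0 and 120 min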
An asterisk follows results filed as active; . = not tested or not shown; & = joins results of further samples.

SMILES	GRK2 inh	PP5 inh	VLA-4 inh	core dimer inh	GASC-1 inh	CTSL1 counter	PP1 inh	procasp7 counter	procasp3 activ
CC1CCCC(C)N1/N=C/c1cccc(Br)c1 (stereo not given)	0	-4.0	10	2	-8	0	-3	-1	9
Cc1cccc(-c2ncc(CN3CCC(CO)(CCCc4ccccc4)CC3)cn2)c1	1	1.3	2	-4	0	-5	-2	-6	-6
O=C(Nc1ccccc1NS(=O)(=O)c1ccc(F)cc1)C1CCC1	0	-0.2	13	1	-21	4	-4	4	-2
CC1CC(C)CN(C(=O)/C(=C\c2ccccc2)c2ccccc2)C1 (stereo not given)	.	2.7	3	10	-3	1	2	-2	14
O=C(COc1ccc2c3c(c(=O)oc2c1)CCC3)NCCCN1CCOCC1	1	-0.4	4	1	-8	1	-1	-9	7
CCOc1ccc(OCc2ccc(C(=O)Nc3cccnc3)cc2)cc1	0	4.3	10	.	7	.	12	-11	9
CCOC(=O)c1cc(C)nn1-c1nc(Cl)cc(OC)n1	1	-0.1	8	1	1	-1	-2	1	-4
COc1ccc(-c2cc(CNS(=O)(=O)c3ccc(NC(C)=O)cc3)on2)cc1	3	1.5	15	-46	-5	-2	1	3	0
CC(Nc1n[nH]c(=O)[nH]c1=O)C(=O)N/N=C/c1ccccc1 (stereo not given)	0	-1.2	-1	1	2	0	-3	-3	6
Cc1ccc(S(=O)(=O)NC2CC(C)(C)NC(C)(C)C2)cc1C	2	1.6	42	-8	-6	-4	13	-11	-2
CC1=CC(C)C2C(=O)N(c3ccccc3)NC(=O)C2C1 (stereo not given)	2	2.2	-4	-14	0	-1	1	6	14
COC(=O)CCn1nnc(-c2cccs2)n1	0	1.8	20	0	-1	-3	1	9	1
COc1cccc(CN2CCCC(N3CCc4ccccc4C3)C2)c1O (stereo not given)	0	1.3	0	1	-4	0	-2	4	12
Cc1ccc(S(=O)(=O)NC(=O)Nc2ccccc2)cc1	1	-1.0	10	2	.	1	4	2	0
N/C(=N\OC(=O)c1ccccc1Br)c1ccc([N+](=O)[O-])cc1	0	2.5	2	12	6	-4	2	4	-9
O=S(=O)(NCc1ccc2c(c1)OCO2)c1c(F)cc(F)cc1Br	0	1.8	5	18	-4	-3	-2	-4	0
COC(=O)c1scc(C)c1S(=O)(=O)Nc1ccc(C)cc1	1	0.5	9	1	0	-4	-1	-10	-4
O=C(CCC(=O)N1CCOc2ccccc21)Nc1ccc(F)cc1F	0	3.1	-8	-2	3	2	0	2	2
CCOC(=O)C1=NN(c2ccccc2)C2=NC(C)=C(C(=O)OC)C(c3ccc(C)cc3)N12 (stereo not given)	0	3.6	-20	11	1	0	-1	-1	-4
O=C(NNc1nc(-c2ccc(Cl)cc2)cs1)c1ccco1	0	-0.7	-10	4	0	-2	1	0	-6
CCOC(=O)CN1CC23C=CC(O2)C(C(=O)NCCc2ccccc2)C3C1=O (stereo not given)	0	-1.0	-5	-8	2	-2	-5	8	0
O=c1c2ccccc2cnn1-c1ccc2ccccc2c1	2	2.6	6	14	10	1	-1	-1	2
COc1ccc(C(=O)NNC(=O)CSc2nnc(-c3cccnc3)n2C)cc1	2	-3.2	32	0	14	-3	1	0	-4
O=C(CCNC(=O)c1ccc(Br)cc1)Nc1ccccc1N1CCCC1	0	0.8	8	-5	-5	-5	3	6	6
C=CCNC(=O)c1cccc(Br)c1	0	-0.8	27	2	-8	1	1	17	-3
Cc1nc(SCc2cccc(F)c2)c2oc3ccccc3c2n1	0	0.0	1	-7	-20	3	0	0	-3
CCN1CCCC1CN(Cc1cc2ccc(C)c(C)c2[nH]c1=O)C(=O)Nc1ccccc1OC (stereo not given)	0	0.9	18	3	1&7	1	-5	16	7
CCCCN1C(=O)C(=O)c2cc(Cl)ccc21	0	.	55*	.	5	.	.	-11	0
CCOc1ccc2nc(NC(=O)c3ccccn3)sc2c1	0	-1.0	6	0	71	-1	6	9	3
CC(C)(O)C(=O)NNC(=S)Nc1cccc(C(F)(F)F)c1	0	-2.8	3	-2	10	5	0	-9	-7

Reprinted from above, 14 compounds:
SMILES	GRK2 inh	PP5 inh	VLA-4 inh	core dimer inh	GASC-1 inh	CTSL1 counter	PP1 inh	procasp7 counter	procasp3 activ
COc1ccc(-c2cc(CNS(=O)(=O)c3ccc(NC(C)=O)cc3)on2)cc1	3	1.5	15	-46	-5	-2	1	3	0
CC(Nc1n[nH]c(=O)[nH]c1=O)C(=O)N/N=C/c1ccccc1 (stereo not given)	0	-1.2	-1	1	2	0	-3	-3	6
Cc1ccc(S(=O)(=O)NC2CC(C)(C)NC(C)(C)C2)cc1C	2	1.6	42	-8	-6	-4	13	-11	-2
CC1=CC(C)C2C(=O)N(c3ccccc3)NC(=O)C2C1 (stereo not given)	2	2.2	-4	-14	0	-1	1	6	14
COC(=O)CCn1nnc(-c2cccs2)n1	0	1.8	20	0	-1	-3	1	9	1
COc1cccc(CN2CCCC(N3CCc4ccccc4C3)C2)c1O (stereo not given)	0	1.3	0	1	-4	0	-2	4	12
Cc1ccc(S(=O)(=O)NC(=O)Nc2ccccc2)cc1	1	-1.0	10	2	.	1	4	2	0
N/C(=N\OC(=O)c1ccccc1Br)c1ccc([N+](=O)[O-])cc1	0	2.5	2	12	6	-4	2	4	-9
O=S(=O)(NCc1ccc2c(c1)OCO2)c1c(F)cc(F)cc1Br	0	1.8	5	18	-4	-3	-2	-4	0
COC(=O)c1scc(C)c1S(=O)(=O)Nc1ccc(C)cc1	1	0.5	9	1	0	-4	-1	-10	-4
O=C(CCC(=O)N1CCOc2ccccc21)Nc1ccc(F)cc1F	0	3.1	-8	-2	3	2	0	2	2
CCOC(=O)C1=NN(c2ccccc2)C2=NC(C)=C(C(=O)OC)C(c3ccc(C)cc3)N12 (stereo not given)	0	3.6	-20	11	1	0	-1	-1	-4
O=C(NNc1nc(-c2ccc(Cl)cc2)cs1)c1ccco1	0	-0.7	-10	4	0	-2	1	0	-6
CCOC(=O)CN1CC23C=CC(O2)C(C(=O)NCCc2ccccc2)C3C1=O (stereo not given)	0	-1.0	-5	-8	2	-2	-5	8	0

(next part)
SMILES	GRK2 inh	PP5 inh	VLA-4 inh	core dimer inh	GASC-1 inh	CTSL1 counter	PP1 inh	procasp7 counter	procasp3 activ
O=C(Nc1ccccc1F)c1ccc(CN2CCN(c3ccccc3)CC2)cc1	0	-2.6	-31	-14	29	4	1	-10	-1
CNc1nc(SC(C)C(=O)Nc2ccc(Cl)c(Cl)c2)nc(N2CCOCC2)n1 (stereo not given)	1	1.3	2	3	4	2	-2	-1	-1
O=C(O)c1ccccc1C(=O)Nc1ccc(Oc2cccc(C(F)(F)F)c2)nc1	1	0.3	1	3	3	-3	-4	-19	-10
O=C(Nc1ccc(Cl)cc1)NC1CCCc2ccccc21 (stereo not given)	0	-0.6	7	11	-4	5	-1	-3	11
COC(=O)c1ccc(/C=N/NC(=O)C(=O)NCC2CCCO2)cc1 (stereo not given)	0	3.6	5	0	-4	1	-7	-6	-6
COc1ccccc1N1CCN(S(=O)(=O)c2cc3c(cc2C)NC(=O)CO3)CC1	1	4.4	-1	-9	-8	1	-3	7	-3
CC(Sc1n[nH]c(N)n1)C(=O)Nc1cccc2ccccc12 (stereo not given)	0	-0.6	-3	.	0	.	-3	-1	-2
Cc1cc(C(=O)OCC(=O)NCCC(C)C)c2ccccc2n1	0	1.8	7	7	-10	-8	-4	-8	0
CCN(CC)C(=O)COc1coc(CN2CCN(c3ccccc3)CC2)cc1=O	1	-2.1	-3	-1	7	-4	-4	7	-9
Cc1cc(C(=O)CCC(=O)NCC(=O)Nc2c(C)cccc2C)c(C)s1	0	.	-20	.	7	.	.	3	6
Cc1cc(C)nc(NS(=O)(=O)c2ccccc2)n1	0	1.1	-13	-1	0	9	0	8	-2
O=C(NC1=NCCS1)c1ccccc1OCc1ccc(F)cc1	3	4.2	0	0	0	-2	-3	5	0
CCOc1ccc(S(=O)(=O)NC2CCCC2)cc1	0	1.5	8	-3	-17	-1	4	9	2
CC1(C)C([N+](=O)[O-])C(c2ccc(O)cc2)NC(c2ccc(O)cc2)C1[N+](=O)[O-] (stereo not given)	3	1.6	-2	2	-13	1	-2	10	3
Cc1ccc(OCc2nnc(SCc3nc4ccccc4[nH]3)n2Cc2ccco2)cc1	0	4.2	8	22	-3	7	1	-6	-2
N#C/C(=C\c1ccccc1[N+](=O)[O-])C(=O)Nc1ccc(S(N)(=O)=O)cc1	1	2.0	2	-1	4	-1	-2	-4	5
Cc1cccc(C(=O)Oc2ccccc2/C=N/NC(=O)c2ccc(NC(=O)C(C)(C)C)cc2)c1	5	1.4	8	20	4	3	1	-6	3
Cn1cc(CN2CCC(Oc3ccc(C(=O)N4CCCC4)cc3)CC2)cn1	4	-2.0	5	7	-3	1	-5	9	6
COc1cc2c(cc1OC)-c1cc(NC3CCCC3)nc(=O)n1CC2	3	8.6	11	-2	17	-5	0	4	-1
COc1ccccc1NC(=O)CSc1nnc(-c2ccoc2C)o1	0	-1.3	1	.	5	.	-1	1	7
O=S(=O)(c1ccc(F)cc1)N1CCC2(CC1)OCCO2	1	-0.5	-6	0	-7	2	-7	-1	9
O=C(O)c1cc(-c2ccc(-c3ccc(F)cc3)o2)nc2ccccc12	4	-0.9	1	-1	-18	5	1	-34	-33
CCOC(=O)c1c(NC(=O)c2cccs2)sc2c1CC(C)(C)OC2	0	3.3	2	3	-17	5	-1	-2	5
O=C(NCCCN1CCN(c2ccccc2F)CC1)Nc1ccccc1[N+](=O)[O-]	0	0.6	28	-1	-5	4	-1	6	4
CCN(CC1CCCN(CCc2cccc(OC)c2)C1)C(=O)c1ccoc1 (stereo not given)	0	-1.1	8	1	-25	-1	3	5	8
CN1Cc2c(N3CCOCC3)nc(SCc3ccccc3)c(C#N)c2CC1(C)C	0	5.9	4	3	4	2	3	-4	0
O=C(CSc1nc2ccc(Cl)cc2[nH]1)NC1CCCc2ccccc21 (stereo not given)	1	1.9	2	0	-1	-2	1	-12	-2
Fc1cccc(Cl)c1Cc1noc(/C=C/c2ccccc2)n1	0	4.3	-10	0	7	3	-2	9	-1

Assay outcomes (PubChem)
